# Screens: PubChem BioAssay, The Scripps Research Institute Molecular Screening Center
# CHRM1 agonist – human M1 muscarinic receptor agonism. CHO-K1 hM1, Fluo-8 calcium fluorescence, agonist mode; 0% DMSO, 100% acetylcholine EC100. 360,000 compounds, 0.33% hits. P11229. activation, % at 3 µM;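 active = activation above the run's mean compound activation plus 3 SD, cut at about 16% in these data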;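 also: peak over basal fluorescence ratio within a 140 s kinetic read after compound addition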
# Target sequence (P11229 whole entry, looked up): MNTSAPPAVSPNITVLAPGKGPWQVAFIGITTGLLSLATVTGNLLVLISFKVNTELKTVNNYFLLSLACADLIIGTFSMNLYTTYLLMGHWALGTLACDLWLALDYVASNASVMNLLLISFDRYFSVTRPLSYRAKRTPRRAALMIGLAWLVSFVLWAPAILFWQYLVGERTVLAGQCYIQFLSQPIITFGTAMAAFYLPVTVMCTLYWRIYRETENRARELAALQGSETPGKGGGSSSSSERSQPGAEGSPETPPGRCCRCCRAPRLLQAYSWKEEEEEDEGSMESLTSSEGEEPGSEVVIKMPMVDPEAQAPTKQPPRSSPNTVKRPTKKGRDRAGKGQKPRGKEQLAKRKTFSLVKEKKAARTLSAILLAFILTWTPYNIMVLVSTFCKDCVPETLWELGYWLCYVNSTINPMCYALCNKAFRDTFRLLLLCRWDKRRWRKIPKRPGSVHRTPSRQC
# M1 ag parental – M1 agonist counterscreen hit in parental CHO-K1 cells | Fluo-8 calcium fluorescence; scaled to maximal ATP response, vehicle zero | activation, % at 3 µM | 360,000 compounds, 0.48% hits | AID 602248; in the data active = activation above about 15%;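 also: untransfected CHO-K1 host cells lacking M1 receptor as counterscreen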
# TAAR1 antag – antagonists of human TAAR1; Q96RJ0; CHO RD-HGA16 TAAR1, Fluo-8 calcium fluorescence, antagonist; inhibition, % at 3 µM; 360,000 compounds, 1.5% hits;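 active = inhibition above a per-plate cutoff, the mean inhibition of test compounds on that plate plus 3 SD, cut at about 49% in these data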;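 also: 0% = DMSO plus EC80 beta-PEA response and 100% = DMSO alone without agonist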
#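 Test system – hTAAR1-expressing CHO RD-HGA16 cells, Gα16-coupled · Reagent – β-PEA at EC80 concentration, post-compound challenge · Compound dosing – 3 µM, single point · Timing – 140 s kinetic read after compound, 140 s after agonist · Detection – Fluo-8 intracellular calcium dye fluorescence, real-time kinetic reads · Control set – DMSO and EC80 PEA controls · Repeats – n of 1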
# M1 antag – blocks human M1 muscarinic receptor; P11229; CHO-K1 hM1, Fluo-8 calcium fluorescence, ACh EC80 antagonist; inhibition, % at 3 µM; 360,000 compounds, 1.3% hits; AID 588852;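 active = percent inhibition above its own plate's cutoff, namely the mean of that plate's compound wells plus 3 SD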;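 also: peak over basal fluorescence ratio during 140 s after agonist addition; 0% = ACh EC80 plus DMSO and 100% = DMSO alone without agonist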
# CHO parental Ca – signal in parental CHO cells, OX1R antagonist counter-screen | parental CHO-K1, ATP-induced calcium, Fluo-8 fluorescence | inhibition, % at 5.6 µM | 330,000 compounds, 0.63% hits;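 active = inhibition above that plate's mean sample inhibition plus 3 SD, cut at about 26% in these data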;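 also: 0% = ATP-challenged DMSO wells and 100% = DMSO wells without ATP; some compounds past the cut are filed as inactive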
#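 Test system: untransfected parental CHO cell line; also added: ATP stimulus; dosing: 5.6 µM, single dose; signal: calcium-sensitive Fluo-8 fluorescence; measure: percent inhibition of ATP-evoked calcium rise, normalized to controls; benchmarks: low control ATP plus DMSO, high control DMSO only; replication: one well per compound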
# OXTR potentiate – potentiators of human oxytocin receptor; activation, % at 3 µM; P30559; AID 2445; 320,000 compounds, 0.061% hits; CHO-OTR cells, Fluo-8 calcium fluorescence, potentiator mode; 0% = oxytocin EC15, 100% = EC100;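 active = activation above that plate's cutoff, the mean activation of tested compounds plus 3 SD, cut at about 6.6% in these data, passing the limit was not always enough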;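 also: 100% uses oxytocin at 75 nM as the full agonist control; some results filed as inactive read as strong as hits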
# Target sequence (P30559 whole entry, looked up): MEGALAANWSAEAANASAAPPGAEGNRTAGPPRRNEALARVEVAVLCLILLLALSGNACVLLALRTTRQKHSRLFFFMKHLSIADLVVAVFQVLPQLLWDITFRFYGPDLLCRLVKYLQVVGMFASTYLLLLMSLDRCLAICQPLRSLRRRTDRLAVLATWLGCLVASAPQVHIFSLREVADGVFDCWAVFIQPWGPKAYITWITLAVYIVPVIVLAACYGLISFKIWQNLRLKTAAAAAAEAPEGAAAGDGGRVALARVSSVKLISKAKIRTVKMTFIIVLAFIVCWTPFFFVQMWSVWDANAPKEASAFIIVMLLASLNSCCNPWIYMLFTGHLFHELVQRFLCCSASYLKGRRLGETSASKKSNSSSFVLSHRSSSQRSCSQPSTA
#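 Replication – single well per compound, singlicate · Assay system – CHO cell line stably expressing human OTR · Timing – 6 min pre-incubation, 100 s read · Measure – normalized max/min fluorescence ratio, % activation · Doses – 3.0 µM, one dose · Detection – Fluo-8 calcium dye fluorescence · Probe or stimulus – oxytocin near EC15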
# M1 PAM parental – counter-screen for M1 PAMs: effect in parental CHO-K1 cells | AID 602247 | ATP EC20, Fluo-8 calcium fluorescence; 0% at ATP EC20, 100% at ATP max | activation, % at 3 µM | 360,000 compounds, 0.02% hits;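 active = activation above the run cutoff, the mean activation of all test compounds plus 3 SD, cut at about 40% in these data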;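 also: peak over basal fluorescence ratio in a 140 s read after ATP addition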
# CHO-K1 Ca antag – M1 antagonist counterscreen hit in parental CHO-K1 cells; ATP-induced calcium, Fluo-8 fluorescence; inhibition, % at 3 µM; 360,000 compounds, 0.6% hits; AID 602250;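 active = inhibition above a per-plate cutoff, the plate's mean sample inhibition plus 3 SD, cut at about 24% in these data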;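 also: 0% = DMSO plus EC80 ATP and 100% = DMSO alone without ATP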
# TAAR1 ag – agonists of human TAAR1; Q96RJ0; CHO RD-HGA16 TAAR1, Fluo-8 calcium fluorescence; vehicle wells 0%, saturating PEA agonist 100%; activation, % at 3 µM; 360,000 compounds, 0.99% hits; AID 624467;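 active = activation above the mean activation of all test compounds in the run plus 3 SD, cut at about 38% in these data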
#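 Assay system: CHO-derived RD-HGA16 cells with stable Gα16 and human TAAR1; timing: 17-24 h seeding, 75 min 37 °C dye, 30 min RT; read-out: % activation from peak over basal fluorescence ratio, DMSO-to-PEA scaled; measured by: kinetic Fluo-8 calcium fluorescence; benchmarks: low control DMSO, high control PEA (EC100); doses: 3 µM single concentration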
# Active calls of the source: *; / = not tested or not shown.
nr	SMILES	TAAR1 antag	M1 ag parental	TAAR1 ag	M1 antag	CHRM1 agonist
1	Cc1nc(Cc2nnc(SCC(=O)N3CC(=O)Nc4ccccc43)o2)cs1	-19	0.6	1	-15	-2
2	COc1cccc(/C=N/n2c(COc3ccccc3)n[nH]c2=S)c1	-5	-0.8	-2	-10	-4
3	C=CCn1c(SCC(=O)NC2CCCc3ccccc32)nnc1-c1ccncc1 (configuration not stated)	5	0.8	0	-11	-3
4	COc1cccc(C(=O)Nc2cc([N+](=O)[O-])ccc2N2CCN(C)CC2)c1	-8	1.1	8	-14	-10
5	O=C(CCc1ccncc1)NC1CCCc2c1cnn2-c1cc(F)cc(F)c1 (configuration not stated)	/	-0.5	/	-6	-4
6	Cc1ccc(Sc2cc(C)nc(-c3ccccn3)n2)cc1	-12	1.5	0	-7	-3
7	COCc1nnc(N)s1	22	0.2	2	-8	1
8	c1ccc(-c2nnc3nc(N4CCCCC4)nc(N4CCCCC4)n23)cc1	-6	-0.1	-1	-8	-4
9	CC(C)CCC(=O)N1CCC(N2CCC(C(=O)NCc3ccccn3)CC2)CC1	13	-0.1	0	-2	-5
10	CC1(C)OC(=O)C2=C(C[C@@H](C3CC3)O[C@H]2CCc2cccc(Cl)c2)O1	-5	0.0	-1	/	/
11	COc1ccccc1CNC(=O)C1CCN(S(=O)(=O)c2cccc3nonc23)CC1	-1	2.0	-3	-21	-3
12	COC(=O)C1CCN(C2CN(Cc3ccccc3)S(=O)(=O)C2)CC1 (configuration not stated)	0	0.2	1	-7	-3
13	CCc1ccccc1NC(=O)CN1CCN(C(=O)CNC(=O)c2ccccc2F)CC1	13	0.2	-2	-5	-2
14	NC(=O)NS(=O)(=O)Oc1ccccc1	-4	-0.1	6	-7	-2
15	NC(=O)c1ccc(NC(=O)COC(=O)c2c3c(nc4ccccc24)/C(=C\c2cccs2)CCC3)cc1	39	2.9	5	6	-5

nr	CHO parental Ca	OXTR potentiate	CHO-K1 Ca antag	M1 PAM parental
1	-5	-4	-15	9
2	-11	-9	-8	10
3	-11	-11	-9	11
4	-8	-5	-18	11
5	-14	-4	12	25
6	-8	-1	-8	19
7	-7	-12	-3	5
8	/	/	-7	-10
9	2	-4	-9	9
10	/	/	-27	22
11	-9	1	-20	6
12	/	/	23	5
13	-11	-2	-17	4
14	4	-12	-5	-7
15	14	-3	1	23

# The closing 4 records of the section before are carried over, then new ones follow:
nr	SMILES	TAAR1 antag	M1 ag parental	TAAR1 ag	M1 antag	CHRM1 agonist
12	COC(=O)C1CCN(C2CN(Cc3ccccc3)S(=O)(=O)C2)CC1 (configuration not stated)	0	0.2	1	-7	-3
13	CCc1ccccc1NC(=O)CN1CCN(C(=O)CNC(=O)c2ccccc2F)CC1	13	0.2	-2	-5	-2
14	NC(=O)NS(=O)(=O)Oc1ccccc1	-4	-0.1	6	-7	-2
15	NC(=O)c1ccc(NC(=O)COC(=O)c2c3c(nc4ccccc24)/C(=C\c2cccs2)CCC3)cc1	39	2.9	5	6	-5
16	COc1ccc(C2/C(=C(/O)c3ccc(C)cc3)C(=O)C(=O)N2CC2CCCO2)cc1OC (configuration not stated)	3	0.2	4	-5	-2
17	CCOc1ccc(C(=O)CC(NCc2cccs2)C(=O)O)cc1 (configuration not stated)	-3	0.1	10	-6	-11
18	O=S(=O)(NCc1ccc(Cl)cc1)c1cnc[nH]1	13	0.3	4	-6	-3
19	Cc1ccc(NC(=S)NCCC(c2ccccc2)c2ccccc2)c(C)c1	42	1.0	4	13	-5
20	O=C(C1CCCN(c2ncnc3c2nc2n3CCCCC2)C1)N1CCN(c2ccccc2F)CC1 (configuration not stated)	-1	0.2	6	-1	3
21	O=C(CCNS(=O)(=O)c1cccc2nsnc12)Nc1ccc2c(c1)OCCO2	15	0.9	8	-4	-1
22	COc1ccc(CN2C(=O)C(Cc3ccccc3)Nc3ncnc(N4CCCCC4)c32)cc1 (configuration not stated)	/	-0.4	/	2	-14
23	CC(C)C[C@H](N)c1nnc(S(=O)(=O)Cc2cccc(F)c2)o1	-3	1.3	1	-16	0
24	O=C(NC1CSC/C1=N\O)c1ccccc1 (configuration not stated)	10	-0.5	2	0	-2
25	COc1ccc(NC(=O)CCCOc2ccc(C)cc2)cc1S(=O)(=O)N1CCCCC1	3	2.3	2	-6	3
26	CCC(=O)N1CCC1(C)C(=O)Nc1ccc(C)c(C)c1 (configuration not stated)	-15	0.1	6	-14	-3
27	CS(=O)(=O)N1CCC(C(=O)Nc2ccc(F)cc2)CC1	7	0.8	9	-6	-5
28	COc1ccc(C(=O)O/N=C(\C)c2ccccc2)cc1	18	1.2	11	-21	-3
29	O=C(NCCC(=O)N(Cc1ccco1)Cc1cccs1)c1ccccc1Cl	18	1.4	4	-12	-5
30	COc1ccc(-c2cn[nH]c2-c2ccc(O)cc2O)cc1	-4	2.5	3	3	0

nr	CHO parental Ca	OXTR potentiate	CHO-K1 Ca antag	M1 PAM parental
12	/	/	23	5
13	-11	-2	-17	4
14	4	-12	-5	-7
15	14	-3	1	23
16	2	-10	0	14
17	-9	-18	0	8
18	-2	1	-1	6
19	-19	-21	3	8
20	-19	-15	11	-22
21	-7	-14	6	9
22	-26	-15	1	0
23	0	-4	-12	18
24	-11	3	4	2
25	/	/	-2	14
26	/	/	-1	1
27	-11	-2	-7	10
28	-26	-17	-12	20
29	-16	-9	-8	-1
30	-3	-1	7	-25

# Some of the entries above in a different format.
cpd | compound | TAAR1 antag | M1 ag parental | TAAR1 ag | M1 antag | CHRM1 agonist | CHO parental Ca | OXTR potentiate | CHO-K1 Ca antag | M1 PAM parental
21 | O=C(CCNS(=O)(=O)c1cccc2nsnc12)Nc1ccc2c(c1)OCCO2 | 15 | 0.9 | 8 | -4 | -1 | -7 | -14 | 6 | 9
22 | COc1ccc(CN2C(=O)C(Cc3ccccc3)Nc3ncnc(N4CCCCC4)c32)cc1 (configuration not stated) | / | -0.4 | / | 2 | -14 | -26 | -15 | 1 | 0

# The results go on.
nr	SMILES	TAAR1 antag	M1 ag parental	TAAR1 ag	M1 antag	CHRM1 agonist
31	O=C(Nc1cc(C(F)(F)F)ccc1N1CCCCC1)c1ccco1	-10	0.2	0	-27	-1
32	O=C(COC(=O)C1C2CC3OC(=O)C1C3C2)Nc1cccc(Cl)c1 (configuration not stated)	-7	1.8	3	1	-3
33	COc1cc(-c2n[nH]c(=S)n2-c2cc(C(F)(F)F)ccc2Cl)cc(OC)c1OC	6	0.6	4	-13	-7
34	COC(=O)c1ccc(CSc2nc(C)nc3sc(C)c(C)c23)o1	5	1.1	0	-14	-1
35	C(=N\N1CCN(Cc2ccccc2)CC1)/c1cccs1	-21	0.6	4	20	-3
36	CCOc1ccccc1OCC(=O)Nc1ccc(OC)c(S(=O)(=O)N2CCCCC2)c1	38	5.7	10	-1	-2
37	CCCCN1C(=N)N([C@@H](C)CN2CCC[C@H]2CN2C(N)=NC[C@H]2CC(C)C)C[C@H]1Cc1ccccc1	-11	0.1	14	-2	-12
38	CC1(C(=O)NCCc2ccccc2)Cc2c(-c3cccc(C(F)(F)F)c3)ccnc2O1 (configuration not stated)	-19	0.2	0	-13	0
39	COCCNC(=O)c1onc(CSc2ccc(C(C)C)cc2)c1C(=O)O	-1	-0.1	14	1	-2
40	CCN1CCN(C(CNS(=O)(=O)c2ccc(OC)cc2)c2cccnc2)CC1 (configuration not stated)	-1	-0.7	1	-7	0
41	CNc1c(NS(=O)(=O)c2ccc(Cl)s2)c(=O)oc2ccccc12	11	3.4	0	-4	2
42	O=C(N/N=C/c1ccc(O)cc1O)/C(=C/c1ccccc1)CCO	0	0.9	2	-19	-2
43	Cc1ccc(NC(=S)N2CCC(c3nc4ccccc4s3)CC2)cc1C	19	3.5	6	9	-5
44	CC(=O)N1c2ccc(S(=O)(=O)N3CCC(C(=O)Nc4cc(C)cc(C)c4)CC3)cc2CC1C (configuration not stated)	4	1.1	-1	-9	-2
45	O=C(CCCCCN1C(=O)c2ccccc2C1=O)Nc1ccccc1F	-2	2.2	0	1	-1

nr	CHO parental Ca	OXTR potentiate	CHO-K1 Ca antag	M1 PAM parental
31	1	-13	-15	22
32	4	0	-11	-1
33	-7	-1	-9	15
34	-5	3	-17	14
35	-4	-5	-15	16
36	-20	-8	8	-5
37	-2	-4	14	-22
38	/	/	4	4
39	-10	-9	9	1
40	2	-3	-1	-9
41	-9	-6	-7	1
42	-8	2	-7	10
43	-4	-16	-18	-6
44	-27	-6	-2	-1
45	-14	-21	-10	-16

# Continued.
nr	SMILES	TAAR1 antag	M1 ag parental	TAAR1 ag	M1 antag	CHRM1 agonist
46	O=C(Cc1ccc(NC(=O)C2CCN(C(=O)C3CCCC3)CC2)cc1)Nc1cccc(C(=O)N2CCCCC2)c1	2	0.7	0	-15	-5
47	COc1ccc(-c2csc(Nc3ccc(C)cn3)n2)cc1OC	-10	1.6	-1	-2	-4
48	Cc1cc(OCCCCOc2ccc(S(N)(=O)=O)c(C)c2)ccc1S(N)(=O)=O	6	4.9	6	8	-3
49	CC1(C(=O)NCc2ccc3c(c2)OCO3)CCN1CCc1ccccc1 (configuration not stated)	6	-0.1	6	-5	-7
50	CCOc1ccc(/C=N/NC(=O)c2[nH]ncc2Br)c(O)c1	18	2.0	9	-1	-5
51	CC1=NN(/C(=N\c2nnc(C)s2)Nc2ccccc2)[C@H](c2ccc(C)cc2)S1	-16	-0.4	12	-5	-4
52	C(=C\c1ccccc1)/CN1CCN(C(c2cccc3ccccc23)c2nnnn2Cc2ccccc2)CC1 (configuration not stated)	-37	1.6	1	22	0
53	O=C(Nc1ccccc1[N+](=O)[O-])c1ccc(S(=O)(=O)N2CCCC2)cc1	-4	1.6	2	-1	-6
54	Cc1nc(-c2nnc(SCC(=O)Nc3cc(C(F)(F)F)cc(C(F)(F)F)c3)n2C)cs1	-42	0.9	1	-4	-4

nr	CHO parental Ca	OXTR potentiate	CHO-K1 Ca antag	M1 PAM parental
46	/	/	-17	15
47	-29	-4	-12	11
48	7	-20	-7	-8
49	/	/	-8	5
50	-6	-13	-8	16
51	-18	-13	-6	7
52	/	/	-19	25
53	-11	-5	-2	-3
54	-22	-3	-6	18

# Rows are unselected; 4.2% or so of the library scored in one or more.
